Screens from PubChem BioAssay.
FLuc modulator: firefly luciferase modulation, counter-screen for miR-21 project | AID 588342 | purified FLuc, Km substrates, luminescence inhibition | P08659 | Potency, µM (doses to about 57.5 µM), without a hit: at the top dose activity change, negative = inhibition, actives largely listed as inhibitors | 360,000 tested, 6.9% active;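 note: potency is the fitted concentration of half-maximal effect; plate controls were vehicle for no effect and reference inhibitor for full effect; nearly all actives have a fitted effect of over 55% in size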
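Purified P. pyralis luciferase (10nM final) with 10uM D-luciferin and 10uM ATP (Km levels) in 50mM Tris acetate pH 7.5, 10mM Mg acetate, 0.01% Tween-20, 0.05% BSA; qHTS 6-point titration, ~60 µM downward; luminescence read.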
RORgamma inh: inhibitors of mouse ROR gamma transcriptional activity. 310,000 tested, 5.4% active. Drosophila S2 Gal4-RORgamma UAS-luciferase reporter, 20 h. Potency, µM (doses to about 53.6 µM), for the others: at the top dose activity change, negative = inhibition, usual class: inhibitors; note: potency is the fitted concentration of half-maximal effect; % is set by controls: 0 for no effect and ±100 for the full control effect; nearly all actives have a fitted effect of over 60% in size
Target sequence (P51450 whole entry, looked up, the tested form may be a part): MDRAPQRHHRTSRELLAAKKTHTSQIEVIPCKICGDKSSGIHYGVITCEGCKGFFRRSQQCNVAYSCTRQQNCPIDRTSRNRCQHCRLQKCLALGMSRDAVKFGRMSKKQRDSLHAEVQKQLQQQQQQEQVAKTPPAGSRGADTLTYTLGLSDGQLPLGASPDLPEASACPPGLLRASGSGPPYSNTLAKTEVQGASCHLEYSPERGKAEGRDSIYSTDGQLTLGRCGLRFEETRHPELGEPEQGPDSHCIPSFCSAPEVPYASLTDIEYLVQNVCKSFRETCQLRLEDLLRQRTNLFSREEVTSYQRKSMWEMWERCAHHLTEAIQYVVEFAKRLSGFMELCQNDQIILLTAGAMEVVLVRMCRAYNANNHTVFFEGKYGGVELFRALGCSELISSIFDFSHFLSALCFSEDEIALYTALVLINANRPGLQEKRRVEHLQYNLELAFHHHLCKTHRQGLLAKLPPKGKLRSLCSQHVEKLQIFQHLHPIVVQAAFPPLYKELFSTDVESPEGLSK
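Stably transfected Drosophila Schneider cells are the test system, with ROR gamma fused to Gal4 and luciferase under UAS control; luminescence is read after 20 hr of 700 uM copper sulfate induction at ambient temperature.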
Rab9 prom act: activators of Rab9 promoter. Huh7 Rab9 promoter-luciferase reporter, luminescence, 24 h. Potency, µM (top dose mostly 9.22 µM), without a hit: at the top dose activation, negative = inhibition, hits mostly activators. 320,000 tested, 2.8% active. AID 485297; note: potency is the fitted concentration of half-maximal effect; % of control where 0% means no effect; nearly all actives have a fitted effect of over 60% in size
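Quantitative HTS format; Huh7 Rab9-luciferase reporter cells (1500/well) receive compound 2 h post-plating, incubate 24 h at 37 °C, then get luciferase reagent for 10 min before luminescence reading.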
ELG1 genotox: induces genotoxicity in HEK293T cells with luciferase-tagged ELG1; AID 504466; 330,000 tested, 1.3% active; Potency, µM (doses to about 46 µM), for the others: at the highest dose activity change, positive = activation, actives largely listed as activators; HEK293T ELG1-luciferase reporter, luminescence, 16 h; note: potency is the fitted concentration of half-maximal effect; % of control where 0% means no effect; nearly all actives have a fitted effect of over 60% in size
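HEK293T cells expressing luciferase-tagged ELG1 were exposed to compound or DMSO vehicle for 16 hr at 37 °C and 5% CO2. Luciferase activity was then measured with ONE-Glo after 30 min at room temperature.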
Menin-MLL TR inh: displaces Texas Red mutant MLL peptide from human menin; 270,000 tested, 0.23% active; Menin + Texas Red MLL mutant peptide, fluorescence polarization; O00255; Potency, µM (top dose mostly 61.6 µM), for inactives: top-dose FP activity change, negative = inhibition, actives largely listed as inhibitors; AID 1768; active = well fitted inhibition curve with a large enough effect in the polarisation, with a control signal flat, not every such curve was filed as active; inconclusive = small, poorly fitted or top-dose-only effect, or effect the other way, or a change in a side signal; inactive = no such curve, though single readings can be large or run the other way; the % refers to the polarisation; note: potency is the fitted concentration of half-maximal effect; % of control where 0% means no effect; many of its hits are not listed in these tables
BRCA1 expr up: increases BRCA1 expression. MCF7-BRCA1-FFLuc reporter, luminescence, 48 h; response scale: scaled: vehicle 0%, 10 µM genistein 100%. Potency, µM (titrated, usually from 46.1 µM), without a hit: at the highest dose activation, usual class: activators. 380,000 tested, 1.1% active; note: potency is the fitted concentration of half-maximal effect; nearly all actives have a fitted effect of over 80% in size; some results filed as inactive show a strong effect at the top dose
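MCF7-BRCA1-FFLuc, 2000 cells/well; 2 h attach, 37 °C/5% CO2; compound 48 h; luciferase substrate 15 min; luminescence end-point. Norm. to genistein 10 microM max activation and DMSO; concentration-response curves fitted.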
Gal4-VP16 FLuc: counter-screen for ROR gamma inhibitors: Gal4-VP16 reporter | Drosophila S2 Gal4-VP16 UAS-luciferase, luminescence, 20 h | Potency, µM (doses to about 53.6 µM), for inactives: at the top dose activity, negative = inhibition, usual class: inhibitors | 310,000 tested, 3.5% active;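 note: Gal4-VP16 expression switched on by copper sulfate through the metallothionein promoter; potency is the fitted concentration of half-maximal effect; % is set by controls: 0 for no effect and ±100 for the full control effect; nearly all actives have a fitted effect of over 50% in size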
p53 reactivation: mutant p53 re-activation in reporter cells. 320,000 tested, 0.063% active. Potency, µM (series often up to 92.2 µM), for the others: at the top dose activity change, positive = activation, actives largely listed as activators. H1299 p53-A138V BP100-luciferase reporter, luminescence, 24 h; note: potency is the fitted concentration of half-maximal effect; % of control where 0% means no effect; nearly all actives have a fitted effect of over 45% in size
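H1299 (p53-null), stable ts p53-A138V + BP100-Luc; 1000 cells/well, Opti-MEM/10% FBS; cpd 4 pt, 1:5; 24 h, 37 deg C, 5% CO2; detection reagent 10 min RT; luminescence.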
Giardia kill: Giardia lamblia killing; Giardia lamblia trophozoite viability; activity change, % at 7.66 µM, hits read low; 340,000 tested, 0.15% active; AID 540267; in the data active = activity change below about -80%; inconclusive = between about -30% and that limit;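 note: parasites exposed to compound for two days anaerobically before the ATP read; % is set by controls: 0 for no effect and ±100 for the full control effect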
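Media and compound were dispensed first, then trophozoites at 100 cells/well; plates sat 48 hrs at 37 deg C without oxygen before ATP luminescence reagent was added and read after 15-30 min at room temperature.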
NPC1 promoter act: activators of NPC1 promoter. Huh7 NPC1 promoter luciferase reporter, 24 h. Potency, µM (top dose mostly 9.22 µM), for inactives: top-dose activation, most hits filed as activators. 320,000 tested, 2.4% active. AID 485313;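 note: potency is the fitted concentration of half-maximal effect; % of control where 0% means no effect; nearly all actives have a fitted effect of over 60% in size; reporter is driven by a mutant NPC1 promoter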
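Huh7 reporter cells (NPC1 promoter driving luciferase) are dosed with compound for 24 h at 37 °C, 5% CO2; luciferase detection reagent is then added and luminescence measured after 10 min at ambient temperature.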
PKM2 act: PKM2 (human) enzyme activation; AID 1631; Potency, µM (top dose mostly 57.5 µM), for the others: at the top dose activation, actives largely listed as activators; 260,000 tested, 0.34% active; P14618; purified PKM2, Kinase-Glo ATP luminescence, activation; response scale: 0% is enzyme alone, no compound; note: potency is the fitted concentration of half-maximal effect; % is set by controls: 0 for no effect and ±100 for the full control effect; nearly all actives have a fitted effect of over 55% in size
Target sequence (P14618 whole entry, looked up): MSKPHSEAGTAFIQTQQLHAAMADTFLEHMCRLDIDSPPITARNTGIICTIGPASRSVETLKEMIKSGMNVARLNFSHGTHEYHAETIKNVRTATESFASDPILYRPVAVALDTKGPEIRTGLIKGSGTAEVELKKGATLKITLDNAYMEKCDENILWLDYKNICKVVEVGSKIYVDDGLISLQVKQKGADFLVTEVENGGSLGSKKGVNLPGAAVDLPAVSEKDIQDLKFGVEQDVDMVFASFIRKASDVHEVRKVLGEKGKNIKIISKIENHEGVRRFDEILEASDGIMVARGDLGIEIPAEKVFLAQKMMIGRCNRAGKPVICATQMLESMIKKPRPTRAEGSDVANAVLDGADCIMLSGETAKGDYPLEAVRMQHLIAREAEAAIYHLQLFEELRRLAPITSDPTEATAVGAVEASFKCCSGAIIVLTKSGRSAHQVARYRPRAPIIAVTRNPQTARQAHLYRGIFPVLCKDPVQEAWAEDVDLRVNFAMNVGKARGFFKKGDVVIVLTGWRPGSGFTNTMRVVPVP
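Purified hPK-M2 (>95% pure) converted ADP (0.1 mM final) to ATP with 0.5 mM PEP in 50 mM imidazole pH7.2, KCl, MgCl2, Tween 20, BSA; 1 h at room temperature. ATP detected by Kinase-Glo luminescence.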
Numbers without * were called inactive; ? = inconclusive; . = no result given; [ ] = remark or other dose. Unless noted, calls come from the whole dose curve; as a rule, active = well fitted curve in the direction sought with a large enough effect; inconclusive = small, poorly fitted or top-dose-only effect, or another doubt; inactive = no such curve, though single readings can be large; an effect the other way counts as inactive or inconclusive.

SMILES	FLuc modulator	RORgamma inh	Rab9 prom act	ELG1 genotox	Menin-MLL TR inh	BRCA1 expr up	Gal4-VP16 FLuc	p53 reactivation	Giardia kill	NPC1 promoter act	PKM2 act
Cc1nccn1CC(O)COc1ccc(Cl)cc1Cl (centres undefined)	7%	12%	-9%	-2%	5%	-8%	-4%	.	-27	0%	-2%
CCOC(=O)CC1C(=O)NCCN1c1nc2ccc(C)cn2c(=O)c1/C=C1\SC(=S)N(CC(C)C)C1=O (centres undefined)	2%	45%	1%	9%	.	-65%[inhibitor]	-3%	-1%	6	0%	0%
O=[N+]([O-])c1cc(S(=O)(=O)N2CCCC2)ccc1N/N=C1/CCCc2ccccc21	-3%	24%	-2%	0%	14%	-1%	-12%	0%	14	-7%	-4%
Cc1cc(C)cc(N(C(=O)C2CCCC2)C2C=CS(=O)(=O)C2)c1 (centres undefined)	1%	7%	5%	0%	-28%	1%	10%	-3%	-3	-2%	3%
Cc1ccc(C)c(S(=O)(=O)Nc2cc(SCC(=O)O)c(O)c3ccccc23)c1	-18%	-30%[10 µM]	-4%	-12%	?	-75%	14µM*	-16%	11	0%	9%
COc1ccccc1-c1nc(S(=O)(=O)c2ccc(Cl)cc2)c(N(C)C)o1	-1%	19%	0%	-2%	-1%	3%	7%	3%	9	-3%	-3%
Cc1cc(-c2n[nH]c(=S)n2Cc2ccco2)nn1C	3%	?	2%	3%	8%	-18%	-26%	-2%	4	0%	-7%
O=C(COC(=O)c1ccccc1Oc1ccccc1)NC1CCS(=O)(=O)C1 (centres undefined)	9%	27%	1%	0%	2%	-1%	13%	-5%	-2	-2%	6%
COc1ccc(-c2ccc(=O)n(Cc3ccccc3)n2)cc1	-16%	8%	-2%	4%	4%	0%	1%	-4%	-13	2%	1%
COc1ccc(/C=N/NC(=O)c2cc(O)c(O)c(O)c2)cc1Cn1cc([N+](=O)[O-])cn1	-19%	?	-2%	0%	?	-7%	?	-1%	4	-3%	-4%
CN(C)CCCN(C(=O)c1ccc(S(=O)(=O)N(C)C2CCCCC2)cc1)c1nc2ccc(F)cc2s1	4%	?	-8%	10%	.	-9%	?	10%	-4	3%	-8%
CCN1CCN(C(=O)c2nn(-c3ccccc3)c(=O)c3ccccc23)CC1	?	2%	-1%	0%	.	0%	4%	-6%	2	-2%	0%
O=c1c(-c2cccc3ccccc23)[n+]([O-])c2ccccc2n1O	1%	-44%	-2%	-1%	0%	-26%	-2%	13%	7	-1%	-2%
COc1ccc(N(CC(=O)N2CCCC2)S(C)(=O)=O)cc1	-1%	10%	0%	0%	-5%	1%	-17%	0%	-14	-1%	-10%[11.5 µM]
Cc1cc(C(=O)COC(=O)c2ccc(NC(=O)CC#N)cc2)c(C)n1CCc1ccc(F)cc1	0%	.	0%	0%	.	0%	.	4%	4	10%	.
O=Cc1ccc(-c2ccccc2C(=O)O)o1	5%	-31%	0%	0%	-4%	14%	-6%	4%	-14	-3%	2%
O=C(NCCCN1CCOCC1)c1cc(-c2ccc(Br)cc2)nc2ccccc12	?	.	-2%	-8%	.	-62%	.	-4%	-6	1%	.
CSc1nnc(-c2ccc(O)cc2)n1C	1%	9%	5%	0%	1%	2%	4%	0%	-8	-2%	-5%
O=C(c1ccc(Br)o1)N(c1ccccn1)C1CCCCC1	1%	28%	-2%	-2%	-8%	-13%	4%	8%	-2	0%	6%
Cn1c(SCc2cccc3ccccc23)nnc1-c1ccco1	1%	5%[0.365 µM]	-5%	4%	2%	32%	.	-5%	2	-5%	10%
CCOC(=O)Cn1c(=O)oc2cc(S(=O)(=O)N3CCN(c4ccccn4)CC3)ccc21	0%	20%	-3%	3%	?	-2%	?	6%	?	-1%	2%
COc1cc2nc(Nc3ccc(C)c(Cl)c3)nc(N)c2cc1OC	21µM*	-76%	-4%	2%	?	-59%	?	-18%	-12	-4%	.
Cc1cc(C(C)C)n2c(nc3ccccc32)c1C#N	3%	-5%	-5%	-4%	-2%	.	0%	-1%	.	-2%	-4%
CC(=O)Nc1cccc(C(=O)OCc2ccc([N+](=O)[O-])cc2)c1	2%	36%	-1%	3%	6%	10%	4%	-3%	-7	-2%	-2%
CCc1cccc(NC(=O)Cn2cccc2)c1	-9%	?	-3%	2%	11%	-12%	?	?	-9	-1%	25%
O=C(COC(=O)CNS(=O)(=O)c1ccc(Br)cc1Cl)NCCc1ccccc1	0%	-11%	3%	-1%	.	-18%	-10%	4%	9	6%	-3%
COc1cc(/C=N/N2C(=O)CSC2=S)cc(Br)c1O	?	2%	13%	1%	?	-6%	-1%	1%	-6	2%	-4%
Cc1ccc(CNC(=O)c2c(C)cc(=O)oc2C)cc1	-7%	13%	-1%	2%	0%	0%	-5%	22%	-5	2%	-4%
Cc1onc(-c2ccccc2Cl)c1C(=O)N1CCN(c2cccc(Cl)c2)CC1	7%	1%	-12%	-8%	0%	-14%	-1%	0%	18	-21%	8%
O=C(NC(=S)NCC1CCCO1)c1ccccc1Br (centres undefined)	1%	?	-3%	5%	6%	8%	-17%	13%	?	-4%	3%
CC(C)NC(=O)C(c1ccc(F)cc1)N(Cc1ccco1)C(=O)CCC(=O)Nc1ccccn1 (centres undefined)	0%	?	6%	-3%	-15%	-22%	8%	-2%	-7	-2%	-1%
CC(SCCc1ccccn1)C(=O)O (centres undefined)	5%	-26%	-9%	2%	0%	19%	1%	-1%	0	0%	6%
ON1C(c2ccc(Cl)cc2Cl)N(O)[C@H]2CCCC[C@H]21 (some centres undefined)	3%	0%	10%	1%	-4%	4%	0%	-1%	-5	13%	-2%
CC(C)(C)NS(=O)(=O)c1cc2c3c(c1)CCN3C(=O)CC2	0%	-25%	0%	3%	13%	7%	5%	?	-24	0%	.
Cc1sc2c(c1C)CN(Cc1ccncc1)CN2C(=O)c1ccco1	?	19%	10%	1%	-9%	-36%	-17%	15%	-10	3%	5%
COc1ccc(/C=N/N(C)C2=NS(=O)(=O)c3ccccc32)cc1OC	-3%	-10%	-2%	0%	-6%	-32%	-9%	0%	0	-1%	.
CCN(CC(=O)Nc1c(F)cccc1F)C(=O)c1ccc(OCc2c(C)noc2C)cc1	6%	.	-3%	1%	.	-12%	.	3%	-15	-4%	.
Cc1sc2nc(SCC(=O)Nc3cccc(C(=O)O)c3)[nH]c(=O)c2c1C	?	.	1%	5%	.	8%	.	7%	7	1%	.
O=C(CCNS(=O)(=O)c1ccccc1C(F)(F)F)Nc1ccncc1	7%	.	-2%	0%	.	-3%	.	-7%	-24	-3%	.
COc1ccc(F)cc1S(=O)(=O)N1CCN(Cc2ccc3c(c2)OCO3)CC1	5%	-40%	1%	1%	?	-36%	-18%	-1%	-5	0%	1%
CN1C(C)(C)CC(=NOC(=O)c2ccccc2)CC1(C)C	-2%	-2%	-9%	0%	0%	9%	-7%	-7%	8	0%	1%
COc1ccc([C@H]2CC(=O)C=C(c3ccccc3Oc3ccccc3)C2)cc1	3%	.	-1%	-2%	.	0%	.	20%	-1	-6%	.
c1ccc(Oc2cccc(NC3=NCCC3)c2)cc1	-1%	-1%[10 µM]	11%	2%	-6%	10%	0%	-5%	6	4%	1%
COc1ccc(NC(=O)c2cc(S(=O)(=O)N3CCOCC3)ccc2N2CCOCC2)cc1	4%	17%	2%	5%	.	-10%	-11%	16%	3	-4%	2%
Cc1ccc(C(=O)N(C)CCOc2ccccc2)cc1S(=O)(=O)N1CCOCC1	6%	.	-1%	2%	.	-8%	.	-5%	24	0%	.
Cc1ccc(C(=O)OCC(=O)Nc2ccc(N(C)C)cc2)cc1NC(=O)c1ccco1	2%	0%	-4%	-2%	?	46%	-13%	-5%	3	1%	-2%
CC(C)(C)c1ccccc1NC(=S)NC1CCCCC1	-2%	1.8µM*	1%	-9%	-20%	-13%	6.3µM*	2%	-1	-7%	-2%
COc1ccc(C2CC(=O)Oc3cc(C)c(Cl)c(C)c32)cc1 (centres undefined)	.	?	.	10%	-7%[94.6 µM]	-4%	32µM*	-7%	-12	.	.
Cc1ccc(OCc2ccc(C(=O)NCC3CCCO3)cc2)cc1 (centres undefined)	-16%	43%	3%	-9%	-22%	23%	18%	-3%	-28	2%	14%

A portion of the library; rates above refer to the full screens.
